High-throughput results: PubChem BioAssay, Milwaukee Institute for Drug Discovery
Cy5 interf NS3h – counter-screen for HCV NS3 helicase inhibitors: fluorescence interference. Cy5-dT15 DNA with NS3h; actives lie on both sides; signal over control mean, under 1 quenches. fluorescence interference ratio at 100 µM. 16,000 tested, 6% active. AID 720488;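 active = compound fluorescence over control fluorescence at most 0.8, a quencher, or at least a set upper limit, an enhancer; inactive = ratio between 0.8 and the set upper limit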
NS3h inh CB – hepatitis C NS3 helicase inhibition, primary screen; inhibition, % at 100 µM; NS3h Cy5-dT15 DNA binding, fluorescence polarization; AID 687043; 16,000 tested, 1.6% active;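 active = inhibition above the average over every tested compound plus 3 SD, cut at about 40% in these data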
An asterisk follows results filed as active.

The line under a structure holds: Cy5 interf NS3h	NS3h inh CB
Cc1cc(/C=C2\C(=O)NC(=O)N(c3ccc(Br)cc3)C2=O)c(C)n1-c1cccnc1
    0.99	7
C=CCc1ccccc1OCCOc1cccc(/C=C2/SC(=S)N(C)C2=O)c1
    1.2*	16
CC(C)c1ccc(C(=O)Nc2ccc(Cl)cn2)cc1
    1	2
CCC1=NN(C(=O)c2cccc(Br)c2)C(O)(c2ccc(C)cc2)C1 (centres undefined)
    0.94	-9
COc1ccc(NC(=O)c2cc(OC)c(OC)c(OC)c2)cc1OC
    0.87	2
O=[N+]([O-])c1ccc(NC(=NS(=O)(=O)c2ccc(Cl)cc2)c2ccccc2)cc1
    0.98	5
N#Cc1c(-c2ccc(O)cc2)c(C#N)c2nc3ccccc3n2c1N
    0.97	-2
CCc1ccc(NC(=O)CSc2nnc(-c3ccco3)n2-c2ccccc2)cc1
    0.8*	-4
COc1ccc(N(CC(=O)Nc2ccccc2Cl)S(=O)(=O)c2ccccc2)cc1
    0.88	21
Cc1c(OCc2ccc(C(=O)O)cc2)ccc2c3c(c(=O)oc12)CCC3
    1.1	8
COc1cc(/C=C2/SC(=S)NC2=O)ccc1OCCOCCOc1ccc(C)cc1
    0.92	19
O=C(Nc1ccc(Cl)c(Cl)c1)C1CC(=O)N(c2cccc([N+](=O)[O-])c2)C1 (centres undefined)
    1.1	39
Clc1ccc(N2CCN(N=Cc3c(Cl)cccc3Cl)CC2)cc1
    0.97	14
N/C(Cc1ccc([N+](=O)[O-])cc1)=N/OC(=O)c1ccc2ccccc2c1
    0.97	0
CC1CCc2c(sc(NC(=O)c3ccccc3)c2C(N)=O)C1 (centres undefined)
    1.1	-25
COc1ccc(/C=c2\sc3nnc(-c4ccccc4)n3c2=O)c(OC)c1
    1.1	-1
Cc1ccc(N2C(=O)C3ON(c4ccc(Cl)cc4)C(c4cccs4)C3C2=O)cc1 (centres undefined)
    0.95	8
Cc1c(CCNC(=O)c2ccccc2F)c2ccccc2n1Cc1ccccc1
    0.97	20
O=C(Nc1ccc(Cl)c(Cl)c1)Nc1nnc(Cc2cccc(Br)c2)s1
    1	1
COc1ccc(C)cc1NS(=O)(=O)c1ccc(NC(C)=O)cc1
    0.99	-1
O=C1C(Cl)=C(NCCc2ccccc2)C(=O)N1c1ccc(Br)cc1
    1.1	10
Cc1cc(C=C2C(=O)NC(=S)NC2=O)c(C)n1-c1ccc(N(C)C)cc1
    0.97	-2
Cc1c(OCc2ccc(F)cc2)ccc2c1oc(=O)c1ccccc12
    1.2	9
Cc1ccc2nc(-c3ccc(NC(=S)NC(=O)c4ccco4)cc3)sc2c1
    1	-2
CN(C)c1ccc(/C=N\OC(=O)Nc2ccccc2)cc1
    1.1	31
CCOc1ccc(-n2nc3ccc(NC(=S)NC(=O)c4ccco4)cc3n2)cc1
    1.1	-12
O=C(/C=C/c1ccccc1[N+](=O)[O-])c1ccccc1
    0.92	0
Cc1ccc2nc(N3CCCCC3)nc(-c3ccccc3)c2c1
    0.99	23
COc1cc(C=C2C(=O)NC(=O)NC2=O)ccc1OCCOc1ccc([N+](=O)[O-])cc1
    0.7*	53*
Cn1cc(-c2nc3ccccc3[nH]2)c2ccccc21
    0.91	8
O=C(Nc1cc(-c2ccc(F)cc2)[nH]n1)c1ccccc1[N+](=O)[O-]
    0.86	-2
COc1cc(/C=C2/C(=O)NC(=O)N(c3ccc(C)cc3)C2=O)ccc1OCCOc1ccc([N+](=O)[O-])cc1
    0.82	20
O=C(COc1ccccc1)Nc1ccccc1C(=O)Nc1ccc(C(=O)O)cc1
    1	1
CC(=O)Nc1ccc(C(=O)Nc2ncc([N+](=O)[O-])s2)cc1
    0.88	-1
COc1ccc(S(=O)(=O)N(CC(=O)Nc2cccc3ccccc23)c2ccc(C)cc2)cc1OC
    0.68*	28
COc1ccc(OC)c(S(=O)(=O)n2c(C)nc3ccccc32)c1
    0.93	14
COC(=O)C1=C(C)N(c2ccc(C)c(C)c2)/C(=C\c2ccc(OCC(=O)Nc3ccccc3OC)cc2)C1=O
    1	10
O=[N+]([O-])c1ccc(CSc2nnc(-c3ccco3)o2)cc1
    1	4
NC1=NC(=O)/C(=C/c2cccc(Oc3ccccc3)c2)S1
    0.97	-1
O=C(c1cc([N+](=O)[O-])ccc1F)n1nnc2ccccc21
    1	-26
O=C(Nc1ccc(Cl)c(Cl)c1)Nc1nnc(COc2ccccc2Cl)s1
    1.1	4
Cc1ccc(OCCOc2cccc(C=O)c2)cc1C
    0.91	9
O=C(Nc1ccc(Cl)c(Cl)c1)Nc1nnc(-c2ccccc2)s1
    1.1	10
COc1ccc(-c2cc(-c3c(O)c(OC)c4occc4c3OC)[nH]n2)cc1OC
    0.94	8
CCOc1cc(/C=C2\C(=O)NN(c3ccccc3)C2=O)cc(Br)c1O
    0.99	3
CC(=O)NN(c1ccccc1)C1CC(C)N(c2ccccc2)N1C(C)=O (centres undefined)
    0.97	5
O=C(O/N=C\c1ccc([N+](=O)[O-])cc1)c1cccs1
    0.75*	3
COc1cc(OC)cc(C(=O)N2CCN(C3CCC(c4ccccc4)CC3)CC2)c1 (centres undefined)
    0.82	13
Cc1ccccc1NC(=O)C(=O)NCc1ccco1
    0.94	10
Cc1ccc(N=C2NC(=O)/C(=C/c3ccc(O)cc3)S2)cc1C
    0.94	-4
CCOc1ccc2nc(SCc3ccc(Cl)cc3)nc(C)c2c1
    0.94	-4
COc1cc2c(cc1NC(=O)c1ccccc1[N+](=O)[O-])oc1ccccc12
    0.95	19
O=C1/C(=C/c2ccc(I)o2)SC(=S)N1Cc1ccccc1
    0.66*	7
O=C(Nc1ccc(-c2nc3ccc(NC(=O)c4ccccc4[N+](=O)[O-])cc3[nH]2)cc1)c1ccccc1[N+](=O)[O-]
    0.97	6
Cc1cc(C)n(C2CC(=O)N(c3ccccc3)C2=O)n1 (centres undefined)
    1	2
COC(=O)c1cc2nc(-c3ccc(Br)cc3)cc(C(F)(F)F)n2n1
    0.99	5
Cc1ccc(OCC(=O)Nc2sc3c(c2C(N)=O)CCC3)c(C)c1
    1.1	-1
Cc1ccc(C2=NN(C(=O)CCC(=O)O)C(c3cccc([N+](=O)[O-])c3)C2)cc1 (centres undefined)
    0.95	-2
CCN(C(=O)Cc1ccc(Cl)cc1)c1ccccc1C
    1	6
O=c1/c(=C/c2ccccc2OCc2ccc(Cl)cc2)sc2nc3ccccc3n12
    1.2	0

Of the compounds above, 3 have an aryl thioether with sulfur outside any ring:
The line under a structure holds: Cy5 interf NS3h	NS3h inh CB
CCc1ccc(NC(=O)CSc2nnc(-c3ccco3)n2-c2ccccc2)cc1
    0.8*	-4
O=[N+]([O-])c1ccc(CSc2nnc(-c3ccco3)o2)cc1
    1	4
CCOc1ccc2nc(SCc3ccc(Cl)cc3)nc(C)c2c1
    0.94	-4

Continued:
The line under a structure holds: Cy5 interf NS3h	NS3h inh CB
COc1ccc2nc(NC(=S)NC(=O)c3ccc(Cl)cc3)sc2c1
    1.1	-4
COc1ccc(OC)c(C2c3c(-c4ccccc4)n[nH]c3C(=O)N2c2ccccc2)c1 (centres undefined)
    1	8
CN(C)c1ccc(NC(=O)C(N)=O)cc1
    1	5
COc1ccc(C2NC(=O)NC(O)(C(F)(F)F)C2C(=O)c2ccc(Br)cc2)cc1 (centres undefined)
    0.9	3
Cc1cc(NC(=O)CSc2ccccn2)no1
    1	1
OC(CNc1ccc(F)cc1)COc1ccc(OCC(O)CNc2ccc(F)cc2)cc1 (centres undefined)
    0.85	18
O=C1/C(=C/c2ccco2)SC(=S)N1c1cccc(C(F)(F)F)c1
    1	24
CCN1C(=O)/C(=C\c2cc(Cl)c(OCCOc3cccc(OC)c3)c(OC)c2)SC1=S
    1.1	5
COc1ccc(C2CC(C(F)(F)F)n3ncc(C(=O)N(C)Cc4ccccc4)c3N2)cc1OC (centres undefined)
    0.6*	28
CCOc1ccc(N2C(=O)NC(=O)/C(=C\c3ccc(-c4ccccc4C(=O)O)o3)C2=O)cc1
    1	67*
O=C(Nc1ccc(O)cc1)c1cccc(N2C(=O)c3cccc([N+](=O)[O-])c3C2=O)c1
    0.92	5
CC(=O)NC(CC(C)C)C(=O)NC(=O)NCc1ccccc1 (centres undefined)
    1.1	2
Cc1[nH]oc(=O)c1N=Nc1ccccc1C(F)(F)F
    1	3
O=S(=O)(Nc1cccc(F)c1)c1ccc2ccccc2c1
    1	15
Cc1ccc(C(=O)ONC(=O)c2ccc(Cl)cc2)cc1[N+](=O)[O-]
    1.1	4
Cc1ccc(-c2nnc(NC(=O)Nc3ccc(Cl)c(Cl)c3)s2)cc1
    1.1	16
O=C(CSc1nc2ccccc2[nH]1)Nc1ccc(F)c([N+](=O)[O-])c1
    0.85	16
O=C(O)c1ccc(NCc2cccs2)cc1
    1	1
CCn1c2ccccc2c2cc(NC(=O)C/C(C)=N\NC(=O)OCc3ccc(OC)cc3)ccc21
    1	3
CCC(C)C(C(=O)Nc1ccc(C(=O)OC)cc1)N1C(=O)c2ccccc2C1=O (centres undefined)
    0.92	9

Complete entries, quoted from the list.
Record of Cc1cc(C)n(C2CC(=O)N(c3ccccc3)C2=O)n1 (centres undefined) → Cy5 interf NS3h = 1; NS3h inh CB = 2
Record of Cc1c(CCNC(=O)c2ccccc2F)c2ccccc2n1Cc1ccccc1 → Cy5 interf NS3h = 0.97; NS3h inh CB = 20

(listing goes on)
The line under a structure holds: Cy5 interf NS3h	NS3h inh CB
CCOC(=O)c1ccc(N2C(=O)CSC23C(=O)Nc2ccccc23)cc1 (centres undefined)
    0.91	15
Cc1cc(/C=C2/NC(=S)NC2=O)c(C)n1-c1ccc(Br)cc1
    1.1	-1
Cc1ccc(CNC(=O)C(=O)Nc2ccccc2F)cc1
    1	18
CCOc1ccc(N2C(=O)C3ON(c4ccccc4)C(c4ccc(SC)cc4)C3C2=O)cc1 (centres undefined)
    0.94	12
Cc1ccc(OCCOc2ccc(C=O)cc2)cc1C
    0.99	12
Cc1ccc(NC2=C(Cl)C(=O)N(c3ccc(Br)cc3)C2=O)c(C)c1
    1.1	1
O=C(Nc1ccc(Br)cn1)C(c1ccccc1)c1ccccc1
    1	8
O=C1C2C3C=CC(C4CC34)C2C(=O)N1c1cccc(Cl)c1 (centres undefined)
    1.1	2
Cc1cccc(C)c1NC(=O)CSc1nnc(-c2ccco2)n1-c1ccccc1
    1	7
O=C(NCc1ccccc1Cl)c1ccc(I)cc1
    0.9	15
FC(F)(F)COc1nc(N2CCNCC2)nc(N(c2ccccc2)c2ccccc2)n1
    0.97	6
COc1ccc(C2(CNC(=O)C(c3ccccc3)c3ccccc3)CCCC2)cc1OC
    1.1	17
CNc1ccc(SC(F)(F)F)cc1C(=O)c1ccccc1
    0.94	10
CC(=O)c1cccc(Nc2cc(C)nc3ncnn23)c1
    0.88	2
COCCN1C(=O)/C(=C/c2ccc(O)cc2)SC1=S
    0.88	19
CC1CCN(C(=O)c2ccccc2[N+](=O)[O-])CC1
    1.1	4
O=C(NCCCO)C(=O)NCCc1ccccc1
    1	-12
O=C(O)CCN1C(=O)/C(=C/c2ccc(Cl)c([N+](=O)[O-])c2)SC1=S
    0.7*	22
Cc1ccc(-c2cc(N)n(Cc3ccc(Cl)cc3)n2)cc1
    0.95	7
CC(C)c1cccc(C(C)C)c1NC(=O)COc1cccc(Br)c1
    1	-2
CCOC(=O)C1=C(c2ccccc2)N=C2SCC(=O)N2C1c1ccc(OC)cc1 (centres undefined)
    1.1	10
O=C(Nc1ccccc1Oc1ccccc1)c1cc2cc(Cl)cc(Cl)c2oc1=O
    0.99	0
COc1cc(/C=C(\C#N)C(=O)Nc2ccc(F)cc2)c([N+](=O)[O-])cc1OC
    1.1	0
COc1cccc(C=C2C(=O)NC(=S)NC2=O)c1OCC#N
    1	-9
COC(=O)CN1C(=O)/C(=C\C=C\c2ccccc2)SC1=S
    1.1	7
CCOc1ccc(C(=O)Nc2cccc3nsnc23)cc1Cl
    1	10
CCc1c(C)nc2cc(-c3cccc(F)c3)[nH]n2c1=O
    1.2	-4
O=c1c([N+](=O)[O-])c(NC2CCCCC2)c2ccccc2n1-c1ccccc1
    1.1	14
COc1ccc(CNC(=O)CSCc2cccc(Br)c2)cc1
    0.88	9
CCOC(=O)c1c(NC(=O)CSc2ncnc3sc4c(c23)CCCC4)sc2c1CCCC2
    0.93	-1
Cc1cc(=O)oc2c1ccc1oc(/C(=N/O)c3ccc(Cl)cc3)c(C)c12
    0.94	-1
CCc1cc2c(-c3ccccc3)cc(=O)oc2cc1OC(C)C(=O)O (centres undefined)
    1.1	4
CCOc1ccc(/C=C2/N=C(c3sc4ccccc4c3Cl)OC2=O)cc1
    1.1	0
Cc1cc(C(=O)NCCC(C)C)ccc1[N+](=O)[O-]
    1	9
Cc1ccc(S(=O)(=O)NCCOc2ccc(Cl)cc2)cc1[N+](=O)[O-]
    0.93	12
CC1CCN(Cc2c(O)ccc3c4c(c(=O)oc23)CCC4)CC1
    1.1	-1
Cc1ccc(O)c(NC(=O)c2ccc(-c3ccccc3)cc2)c1
    1	17
COc1cccc(OCCOc2cccc(/C=C3/SC(=S)N(c4ccccc4)C3=O)c2)c1
    1.1	6
COc1cc(C=C2C(=O)NC(=O)NC2=O)ccc1OC(C)C
    1.1	21
CC(=O)c1c(-c2ccc(C)cc2)c2ccccc2[nH]c1=O
    0.91	-1
CC(=O)Nc1ccc(S(=O)(=O)Nc2cccc(C)c2C)cc1
    1	7
COc1ccc(C(=O)Nc2ccc(NC(=O)c3cc4ccccc4o3)c(OC)c2)cc1Br
    1.1	8
